CIT2-GFP yeast: modulators of TOR pathway CIT2-GFP in S. cerevisiae; S. cerevisiae CIT2-GFP strain, flow cytometry, 3 h; 100 means same as DMSO wells; GFP response vs DMSO, % at 10 µM; 320,000 tested, 0.065% active;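 active = GFP response relative to DMSO above a set limit, near the screen mean plus 3 SD, cut at about 150% in these data; inconclusive = Fewer than 70 cells measured for a yeast strain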;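 also: ratio of well median GFP fluorescence to mean of DMSO wells on the plate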
MEP2 TOR yeast: modulators of TOR pathway MEP2-GFP in S. cerevisiae | 330,000 tested, 0.51% active | GFP response vs DMSO, % at 10 µM | S. cerevisiae MEP2-GFP strain, flow cytometry GFP, 3 h; 100% = DMSO control level;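 active = GFP response versus DMSO above a set limit, roughly screen mean plus 3 SD, cut at about 180% in these data; inconclusive = fewer than 70 cells counted for a yeast strain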;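 also: median GFP fluorescence of the barcode-gated MEP2-GFP cells per well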
GRK2 inh: inhibitors of human GRK2 displacing RNA aptamer | P25098 | bead flow cytometry, FAM-aptamer displacement from GRK2 | inhibition of aptamer binding, % at 10 µM | 330,000 tested, 0.59% active | AID 488847;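 active = inhibition of aptamer binding above 40%, roughly 3 SD of noise, on plates passing a quality check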;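 also: median bead fluorescence of bound FAM aptamer so fluorescent compounds give negative values; no value below 0 was filed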
JMJD2C inh: human JMJD2C demethylase inhibition | Q9H3R0 | GST-JMJD2C(1-420) H3K9me3 demethylation, DELFIA europium | inhibition, % at 2.35 µM | 330,000 tested, 0.069% active | AID 2099;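 active = more than half of a compound's replicate wells show inhibition beyond 50%, single wells judged on their own value; inconclusive = some, but no more than half, of replicates pass 50% inhibition; inactive = no replicate passes 50% inhibition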;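 also: signal counts dimethyl H3K9 product captured on neutravidin plate; 0% = median of DMSO wells and 100% = 0.3 times that DMSO median; strong numbers were not always called active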
VLA-4 inh: inhibition in a human VLA-4 binding assay; P13612; 330,000 tested, 0.2% active; inhibition, % (about 7 µM as worked out from the volumes in the protocol); VLA-4 expressing cells, ligand binding flow cytometry; in the data active = inhibition above about 50%
Target sequence (P13612 whole entry, looked up): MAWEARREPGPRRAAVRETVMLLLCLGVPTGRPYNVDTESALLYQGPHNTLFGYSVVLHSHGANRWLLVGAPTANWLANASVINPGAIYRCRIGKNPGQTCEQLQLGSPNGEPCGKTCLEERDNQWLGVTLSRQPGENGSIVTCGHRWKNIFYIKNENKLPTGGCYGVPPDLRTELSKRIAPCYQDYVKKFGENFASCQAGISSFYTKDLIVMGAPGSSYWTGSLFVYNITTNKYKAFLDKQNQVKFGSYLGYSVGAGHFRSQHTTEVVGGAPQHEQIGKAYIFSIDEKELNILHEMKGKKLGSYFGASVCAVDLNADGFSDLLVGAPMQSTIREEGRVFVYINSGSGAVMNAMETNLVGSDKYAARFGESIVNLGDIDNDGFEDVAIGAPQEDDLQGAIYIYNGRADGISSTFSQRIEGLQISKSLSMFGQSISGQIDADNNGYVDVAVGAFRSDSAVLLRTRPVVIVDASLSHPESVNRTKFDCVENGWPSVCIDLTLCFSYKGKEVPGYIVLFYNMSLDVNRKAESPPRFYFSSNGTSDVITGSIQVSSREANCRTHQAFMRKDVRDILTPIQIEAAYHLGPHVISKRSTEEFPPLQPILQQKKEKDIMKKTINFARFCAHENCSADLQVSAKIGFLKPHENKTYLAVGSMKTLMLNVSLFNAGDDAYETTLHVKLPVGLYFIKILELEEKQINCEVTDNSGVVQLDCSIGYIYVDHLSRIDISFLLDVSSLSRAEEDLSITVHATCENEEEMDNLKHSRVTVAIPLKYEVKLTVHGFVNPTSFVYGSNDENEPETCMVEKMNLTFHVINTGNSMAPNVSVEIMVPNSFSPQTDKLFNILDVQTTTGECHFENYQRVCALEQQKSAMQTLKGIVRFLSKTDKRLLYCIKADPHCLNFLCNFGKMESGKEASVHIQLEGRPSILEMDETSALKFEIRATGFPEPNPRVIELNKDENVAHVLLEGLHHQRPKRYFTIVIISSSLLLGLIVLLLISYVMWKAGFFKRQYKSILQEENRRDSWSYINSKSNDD
AGP1 TOR yeast: yeast TOR pathway AGP1-GFP modulation; S. cerevisiae AGP1-GFP multiplex flow cytometry, 3 h; GFP as percent of DMSO wells; GFP response vs DMSO, % at 10 µM; 320,000 tested, 0.02% active; AID 2066;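 active = GFP response relative to DMSO above a set limit, near screen average plus 3 SD, cut at about 150% in these data; inconclusive = fewer than 70 cells counted for the yeast strain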;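 also: median GFP channel fluorescence of the gated AGP1 strain per well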
RPL19A-GFP yeast: modulators of TOR pathway RPL19A-GFP in S. cerevisiae | S. cerevisiae RPL19A-GFP strain, flow cytometry, 3 h; active compounds read low | percent response vs DMSO, % at 10 µM | 330,000 tested, 0.3% active;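 active = percent response vs DMSO below 50%; inconclusive = fewer than 70 events counted for the yeast strain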;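 also: median channel GFP fluorescence of the barcoded RPL19A-GFP strain; ratio of sample median GFP to plate DMSO average so 100% = DMSO; lower means less RPL19A-GFP as with rapamycin TOR inhibition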
LAP4 TOR yeast: yeast TOR pathway LAP4-GFP modulation | S. cerevisiae LAP4-GFP multiplex, flow cytometry GFP, 3 h; median GFP as percent of DMSO wells | GFP response vs DMSO, % at 10 µM | 320,000 tested, 0.34% active | AID 2023;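 active = GFP response vs DMSO above a set limit, about the screen mean plus 3 SD, cut at about 150% in these data; inconclusive = under 70 cell events counted for the yeast strain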
* = called active by the depositor; i = inactive; u = inconclusive; x = not tested or not shown.

CIT2-GFP yeast	MEP2 TOR yeast	GRK2 inh	JMJD2C inh	VLA-4 inh	AGP1 TOR yeast	RPL19A-GFP yeast	compound	LAP4 TOR yeast
93	97	4	1	27	94	104	COc1ccc2c(c1)O[C@@H](c1cccc(C(F)(F)F)c1)[C@H](OC(=O)N[C@H]1CCCc3ccccc31)C2=O	103
104	99	0	-16	4	99	97	O=C(NCCCCC(NC(=O)c1ccc([N+](=O)[O-])cc1)C(=O)O)c1ccc([N+](=O)[O-])cc1 (stereo unspecified)	95
100	99	1	-3	0	94	96	COc1ccc(N2C(=O)CN=C2Nc2nc(C)cc(C)n2)cc1	94
x	117	0	-30	10	111	111	Cc1ccc(CNC(=O)c2ccc(C#CC(C)(C)O)s2)cc1	112
91	95	1	4	-9	93	93	O=C(Nc1ccc2c(c1)OCO2)C1(S(=O)(=O)c2ccc(Cl)cc2)CC1	105
95	92	1	-7	22	96	95	c1ccc(Cn2nnnc2C(c2cccs2)N2CCc3ccccc3C2)cc1 (stereo unspecified)	93
92	85	1	-12	30	101	98	CC(C)N(Cc1nc(-c2ccc(Cl)cc2)no1)C(=O)CCC1CCCC1	86
107	107	0	-2	16	80	98	N/C(Cc1ccc(Cl)cc1Cl)=N\OC(=O)Cc1ccc(Cl)cc1	91
87	93	4	3	8	89	93	CCOC(=O)c1c(/N=C/c2cccc([N+](=O)[O-])c2O)sc(C)c1C	89
96	104	0	-2	8	102	96	O=C(CCc1nc2ccccc2c(=O)[nH]1)OCc1nnc(-c2ccccc2)o1	96
103	108	0	8	8	107	104	CCOCc1c(C(=O)NCc2ccccc2CN2CCCC2)oc2ccccc12	106
103	102	1	1	4	106	103	Cc1ccc(C2=NN(CC(=O)NCCC(C)C)C(=O)CC2)cc1	x
114	117	2	i	2	119	116	CC(C)(C)NS(=O)(=O)c1ccc(CCC(=O)O)cc1	111
95	106	1	-2	0	101	97	COCCn1c(N)c(C(=O)c2cccc(S(=O)(=O)N3CCCCCC3)c2)c(=O)[nH]c1=O	106
x	131	7	-6	-4	91	91	CC1(C)CC(=O)C(C=Nc2ccc(Cl)cn2)=C(O)C1	91
97	93	1	0	23	104	98	CSc1ccc(S(=O)(=O)NCC(=O)OC(C)C(=O)NCc2ccccc2)cc1[N+](=O)[O-] (stereo unspecified)	107
102	98	0	5	-3	99	100	COc1cccc(NC(=O)N2CCCC(C(=O)Nc3ccccc3OC)C2)c1 (stereo unspecified)	95
115	103	5	6	27	113	103	CC(=O)c1ccc(NC(=O)c2ccc(CNc3c(N4CCCC4)c(=O)c3=O)cc2)cc1	107
x	104	0	-3	0	x	100	Clc1ccc(-n2cc(-c3ccc(Br)cc3)[n+]3c2CCCCC3)cc1	x
72	91	6	2	-6	102	95	Cc1cccc(NC(=O)Nc2ccccn2)c1C	93
134	107	0	0	3	88	97	O=C(CN1c2cccc3cccc(c23)S1(=O)=O)NCc1ccc(F)cc1	90
107	115	2	1	6	104	93	Cc1sc(NC(=O)c2ccco2)c(C(c2ccccc2)N2CCC(C)CC2)c1C (stereo unspecified)	109
104	96	0	0	6	100	103	O=c1oc2cc(Oc3ccc(C(F)(F)F)cc3[N+](=O)[O-])ccc2c2c1CCC2	91
98	106	1	-8	15	99	106	Cc1ccc([N+](=O)[O-])cc1S(=O)(=O)N(C(=O)c1ccncc1)c1ccc2oc3c(c2c1)CCCC3	104
91	104	2	6	4	103	100	CCc1ccccc1NC(=O)N1CCC(NC(=O)C(Cc2ccccc2)NC(C)=O)CC1 (stereo unspecified)	101
96	97	2	-8	8	103	95	CCOc1ccc(N2C(=O)CC(N(CCc3ccc(OC)cc3)C(=O)/C=C/C(=O)O)C2=O)cc1 (stereo unspecified)	107
97	102	2	-14	5	101	101	COc1c(C)cc(C(=O)C2CCCN(C(=O)c3snnc3C)C2)cc1C (stereo unspecified)	113
106	109	0	-5	7	98	98	O=C(Cn1cnc2ccccc2c1=O)NCC(=O)N1CCOCC1	87
89	95	0	-18	-1	95	99	O=C(CSCc1ccccc1F)NCc1ccc(F)cc1	93
107	107	0	1	-20	108	103	O=S(=O)(NCC(c1cccnc1)N1CCN(c2ccc(F)cc2)CC1)c1cc(F)ccc1F (stereo unspecified)	109
x	102	2	8	-8	96	109	O=C(NC(=S)Nc1ccc2c(c1)OCCO2)c1ccccc1	104
104	101	0	-3	8	102	100	NC(=O)C1CCN(C2OC(=O)c3ccccc32)CC1 (stereo unspecified)	103
95	105	3	2	9	107	100	O=C(N/N=C/c1ccccn1)c1ccc2nc[nH]c2c1	106
101	101	0	-7	1	95	101	CCN(c1ccc(OC)cc1)S(=O)(=O)c1csc(C(N)=O)c1	89
89	92	2	5	-7	102	97	CC(OC(=O)CCC1CCCC1)C(=O)Nc1ccccc1[N+](=O)[O-] (stereo unspecified)	121
97	96	2	-5	3	97	98	Cc1ccsc1C(=O)OCC(=O)NCc1ccc(Cl)cc1	100
103	82	2	-47	1	98	93	Cc1nn(-c2ccccc2)nc1C(N)=O	106
96	100	0	-9	-3	99	91	O=S(=O)(c1ccc2ccccc2c1)n1cnc2ccccc21	94
123	95	0	-5	-13	98	100	CC(C)(C)OC(=O)CNC(=O)c1[nH]cnc1C(=O)Nc1ccc(CNC(=O)OC(C)(C)C)cc1	138
111	92	1	15	13	100	109	Cc1ccc(C(=O)CN(CCCC(N)=O)S(=O)(=O)c2ccc([N+](=O)[O-])cc2)cc1	114
117	120	2	-6	7	110	106	CC(NC(N)=O)C(=O)NCC(=O)OCc1ccccc1 (stereo unspecified)	95
92	97	1	-5	9	94	105	CCc1c(C)sc(NC(=O)c2noc(C)c2[N+](=O)[O-])c1C#N	98
99	102	0	30	16	98	98	CCN(CC)CCN1C(=O)C2C(C(=O)Nc3cccc(SC)c3)C3C=CC2(O3)C1C(=O)NC1CCCC(C)C1C (stereo unspecified)	102
110	95	2	6	7	93	94	Cn1c(=O)c2c(nc(SCC(=O)NC34CC5CC(CC(C5)C3)C4)n2C)n(C)c1=O	100
90	103	4	-21	14	103	101	O=C(Nc1ccc(Cl)c(S(=O)(=O)N2CCCCC2)c1)C1=COCCO1	106
88	99	0	1	4	97	100	Cc1ccc(NC(=O)c2ccc(-c3nn(C)c(=O)c4ccccc34)cc2)c(C)c1	104
109	96	0	18	-5	111	103	O=C(NCc1ccc2c(c1)OCO2)c1cc(S(=O)(=O)N2CCCCC2)ccc1F	98
103	97	100*	0	4	98	103	CSc1ccccc1C(=O)NCCCn1ccnc1	94
91	102	0	-25	-9	101	97	CCN(Cc1ccncc1)Cc1nc(-c2ccc(C(=O)OC)cc2)no1	118
104	104	5	10	7	106	96	COc1ccc2oc(=O)c(C(=O)N3CCN(c4ccccc4C)CC3)cc2c1	99

Remaining list, next part
CIT2-GFP yeast	MEP2 TOR yeast	GRK2 inh	JMJD2C inh	VLA-4 inh	AGP1 TOR yeast	RPL19A-GFP yeast	compound	LAP4 TOR yeast
95	106	1	-8	2	99	98	CCC(C)Sc1ccc([C@@H]2[C@@H]3C(=O)N(C)C(=O)[C@@H]3[C@]3(C(=O)OC)CCCCN23)cc1OC (stereo partly specified)	104
91	96	1	-3	18	98	92	Cc1nn(-c2ccc(C(=O)O)cc2)c(N)c1-c1ccccc1	95
102	110	2	u	7	110	100	Cc1ccc(-n2ncc(C(=O)NCc3ccc4c(c3)OCO4)c2NC(=O)c2ccco2)cc1C	110
95	107	0	-1	18	109	99	CCOC(=O)C1=NN(C(C)=O)C2C(=O)N(CC)C(=O)C12 (stereo unspecified)	111
99	102	0	19	6	96	98	Cc1ccccc1-c1nc(CS(=O)(=O)CC(=O)N2CCOCC2)c(C)o1	93
99	101	1	-2	28	105	99	CCn1c(SCC(=O)NC2(C#N)CCCCC2)nc2ccccc2c1=O	101
100	104	0	-3	16	98	97	Cc1nc(NCC2CCCO2)c2nnn(Cc3ccccc3)c2n1 (stereo unspecified)	100
100	100	3	6	-6	101	99	CC1(C)CC(=O)C=C(N2CCNCC2)C1	104
97	95	0	6	23	100	99	C/C(=N/NC(=O)CNC(=O)c1ccco1)c1ccc(Cl)cc1	89
94	104	1	12	42	105	95	COc1cccc(C(=O)C2CCCN(C(=O)CCc3scnc3C)C2)c1 (stereo unspecified)	89

3 entries out of the list, sorted by length of the SMILES, high to low:
CIT2-GFP yeast	MEP2 TOR yeast	GRK2 inh	JMJD2C inh	VLA-4 inh	AGP1 TOR yeast	RPL19A-GFP yeast	compound	LAP4 TOR yeast
95	106	1	-8	2	99	98	CCC(C)Sc1ccc([C@@H]2[C@@H]3C(=O)N(C)C(=O)[C@@H]3[C@]3(C(=O)OC)CCCCN23)cc1OC (stereo partly specified)	104
97	95	0	6	23	100	99	C/C(=N/NC(=O)CNC(=O)c1ccco1)c1ccc(Cl)cc1	89
100	104	0	-3	16	98	97	Cc1nc(NCC2CCCO2)c2nnn(Cc3ccccc3)c2n1 (stereo unspecified)	100

Following part:
CIT2-GFP yeast	MEP2 TOR yeast	GRK2 inh	JMJD2C inh	VLA-4 inh	AGP1 TOR yeast	RPL19A-GFP yeast	compound	LAP4 TOR yeast
98	108	2	26	18	104	105	Cc1ccc(S(=O)(=O)NCC(=O)N/N=C/c2ccc(Cl)cc2Cl)cc1	95
97	99	4	5	25	100	100	N#CC1=C(N)NC(=S)C(C(N)=O)C1c1ccc(Cl)cc1Cl (stereo unspecified)	89
88	93	1	5	10	88	94	Cc1nn(C)cc1CN(C)S(=O)(=O)c1cccc([N+](=O)[O-])c1	87
109	107	3	5	-11	98	112	O=C(O)CNS(=O)(=O)c1ccc2c(c1)C(=O)c1cc(S(=O)(=O)NCC(=O)O)ccc1-2	103
111	107	0	-3	-1	104	100	Cc1ccc(-c2nnc(-c3ccc(NC(=O)c4cccs4)cc3)o2)cc1	108
102	103	68*	-11	3	98	97	CCC(=O)Nc1nnc(SCC(=O)Nc2ccc3c(c2)OCCO3)s1	94
104	100	2	-1	10	102	107	COc1ccccc1NS(=O)(=O)c1cccc(C(=O)N/N=C(\C)c2ccc(-n3ccnc3)cc2)c1	99
107	106	1	1	5	105	103	COc1ccc(C)cc1NS(=O)(=O)c1ccc2c(c1)oc(=O)n2C	93
109	168	0	-10	-16	29	105	O=C(CNC(=O)C1CCCCC1)Nc1ccc(F)c(Cl)c1	85
98	98	0	-6	3	89	100	COC(=O)c1cc(C)sc1NC(=O)c1cccnc1	107
106	105	0	1	11	100	103	O=C(c1ccco1)N1N=C(c2cccs2)CC1c1ccc(F)cc1 (stereo unspecified)	101
90	90	0	-34	7	94	96	CCOc1ccc(CC(=O)C2=C(N3CCOCC3)CC(C)(C)CC2=O)cc1OCC	93
100	99	0	-1	6	99	93	CCCc1cc(=O)oc2cc(OCC(=O)N3CCc4ccccc43)ccc12	117
108	101	1	-2	-1	102	98	CCOC(=O)c1c(C)nc2ccccn12	106
100	104	2	67	-8	105	98	COc1ccc(-c2cc(CCCC(=O)NCc3ccccn3)no2)cc1	111
109	106	1	-6	-9	108	96	CC1C(=O)Nc2ccccc2N1C(=O)C1CC1 (stereo unspecified)	101
85	u	2	-3	8	u	91	CCNc1ncnc2c1cnn2C	81
97	102	94*	4	-6	96	102	CCOc1ccc2nc(N/C(N)=N/C(=S)Nc3ccc(C)c(C)c3)nc(C)c2c1	103
100	96	0	18	-13	96	100	O=C(NC12CC3CC(CC(C3)C1)C2)c1cncc(O)c1	97
102	109	0	6	16	99	103	O=C(/C=C/c1cccs1)Nc1nc(-c2ccccc2)cs1	105
109	94	0	15	30	97	105	CC(C)CC(CO)N1CCN(C(=O)c2cccc(Cl)c2)CCC1=O (stereo unspecified)	116

High-throughput results (PubChem)
